Source: PubChem (National Center for Advancing Translational Sciences (NCATS))
ERG-DNA inh = qHTS for Small Molecule Inhibitors of the ERG Ets/DNA interaction. Potency, µM (doses to about 76.9 µM), without a hit: at the top dose FP activity, negative = inhibition, actives largely listed as inhibitors. Transcriptional regulator ERG (Homo sapiens), P11308. 0.028% of 370,000 active. fluorescence polarization, His-ERG Ets domain / labelled DNA; active = well fitted inhibition curve with a large enough effect in the polarisation, with a control signal flat; inconclusive = small, poorly fitted or top-dose-only effect, or effect the other way, or a change in a side signal; inactive = no such curve, though single readings can be large or run the other way; the % refers to the polarisation;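 note: polarization taken with two DNA probes labelled with fluorescein and Texas red; % of control where 0% means no effect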
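His-tagged ERG Ets domain (1 uM in the protein solution; 300mM KCl, 50mM Tris-HCl, 1mM EDTA, 1mM DTT, pH 7.5) received compound, then a probe mix of 5 nM fluorescein-DNA and 100nM Texas-615-DNA. Fluorescence polarization was read for both dyes.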
ALOX12 inh = Primary qHTS assay for inhibitors of human arachidonate 12S-lipoxygenase (ALOX12): Round 2 | Polyunsaturated fatty acid lipoxygenase ALOX12 (Homo sapiens), P18054 | purified 12hLO, xylenol orange hydroperoxide absorbance | Potency, µM (titrated, usually from 108 µM), inactives show top-dose activity change, negative = inhibition, usual class: inhibitors | 1.1% of 580,000 active | AID 1671190, 2021; note: % is set by controls: 0 for no effect and ±100 for the full control effect
Target sequence (P18054 whole entry, looked up): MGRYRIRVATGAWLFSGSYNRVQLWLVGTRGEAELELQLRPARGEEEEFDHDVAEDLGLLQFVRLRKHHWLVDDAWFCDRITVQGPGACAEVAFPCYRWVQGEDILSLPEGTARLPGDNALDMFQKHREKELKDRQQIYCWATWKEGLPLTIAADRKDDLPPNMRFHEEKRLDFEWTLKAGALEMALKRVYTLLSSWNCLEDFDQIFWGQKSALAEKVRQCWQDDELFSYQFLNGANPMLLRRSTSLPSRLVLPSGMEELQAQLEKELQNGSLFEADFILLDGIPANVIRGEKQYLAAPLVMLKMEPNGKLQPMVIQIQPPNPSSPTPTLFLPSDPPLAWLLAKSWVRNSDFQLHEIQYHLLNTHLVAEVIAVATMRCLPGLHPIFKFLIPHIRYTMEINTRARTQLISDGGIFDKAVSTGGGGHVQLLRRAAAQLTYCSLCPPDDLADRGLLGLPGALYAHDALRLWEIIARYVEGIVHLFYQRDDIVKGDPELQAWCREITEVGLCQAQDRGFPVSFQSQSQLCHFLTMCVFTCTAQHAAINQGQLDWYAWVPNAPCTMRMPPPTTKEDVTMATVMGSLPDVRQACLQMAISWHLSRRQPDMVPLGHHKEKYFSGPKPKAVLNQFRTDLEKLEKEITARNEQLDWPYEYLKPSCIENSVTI
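Hydroperoxide product was detected by ferrous iron/xylenol orange as the 573 to 405 nm absorbance ratio. Arachidonic acid at 40 uM (final) was turned over for 30 min at room temperature by 150 nM human 12hLO, pH 7.0 Hepes buffer, after 15 min compound preincubation.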
RGS4 inh = Inhibitors of Regulator of G Protein Signaling (RGS) 4: qHTS | Regulator of G-protein signaling 4 (Homo sapiens), P49798 | Transcreener GDP fluorescence polarization, RGS4-accelerated GTP hydrolysis | Potency, µM (titrated, usually from 114 µM), without a hit: at the top dose activity change, negative = inhibition, usual class: inhibitors | 0.039% of 390,000 active | AID 504845, 2011; note: % is set by controls: 0 for no effect and ±100 for the full control effect; nearly all actives have a fitted effect of over 75% in size; some results filed as inactive show a strong effect at the top dose
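MLSMR compounds (23 nl, pin-transferred) preincubated 10 min at room temperature with a 500nM (2x) first reagent, then RGS4 at 900nM (2x) plus Transcreener GDP mix added; fluorescence polarization (620/688 nm) read before and after 90 min at 30 °C.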
HP1b chromo inh = HTS for Inhibitors of HP1-beta Chromodomain Interactions with Methylated Histone Tails; Chromobox protein homolog 1 (Homo sapiens), P83916; AlphaScreen HP1-beta / biotin-H3K9me3 peptide binding; Potency, µM (titrated, usually from 114 µM), for inactives: at the highest dose activity change, negative = inhibition, actives largely listed as inhibitors; 0.56% of 390,000 active; AID 540317, 2011; note: nearly all actives have a fitted effect of over 70% in size; inactives centre near 23
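HP1-beta protein (50 nM final) preincubated 30 min at room temperature with biotinylated H3(1-18)K9me3 peptide (50 nM) in PBS pH 7.4, 0.01% Tween-20, then compound added for 30 min. AlphaScreen streptavidin donor/nickel chelate acceptor beads (10 ug/mL final), 30 min dark, luminescence read.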
GLS inh = qHTS for Inhibitors of Glutaminase (GLS); GLS enzymatic activity, qHTS titration; Glutaminase kidney isoform, mitochondrial (Homo sapiens), O94925; 0.21% of 410,000 active; AID 624170, 2012; Potency, µM (top dose mostly 45.5 µM), inactives show at the top dose activity change, negative = inhibition, actives largely listed as inhibitors; note: % is set by controls: 0 for no effect and ±100 for the full control effect
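Assay buffer: 45 mM KH2PO4 pH 8.2, 0.02% Tween-20. hKGA acts on L-glutamine (1 mM solution added); product glutamate is reported by an oxidase/peroxidase Amplex Red coupling, with fluorescence taken at baseline and 30 min.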
JMJD2A Tudor = qHTS Assay for Inhibitors of JMJD2A-Tudor Domain; Potency, µM (series often up to 114 µM), without a hit: top-dose activity change, negative = inhibition, usual class: inhibitors; AID 504339, 2011; 4.4% of 390,000 active; AlphaScreen JMJD2A-Tudor / H3K4me3 peptide binding; Lysine-specific demethylase 4A (Homo sapiens), O75164; note: % is set by controls: 0 for no effect and ±100 for the full control effect; nearly all actives have a fitted effect of over 50% in size
TrxR1 inh = qHTS Assay for Inhibitors of Mammalian Selenoprotein Thioredoxin Reductase 1 (TrxR1): qHTS. Thioredoxin reductase 1, cytoplasmic (Rattus norvegicus), O89049. recombinant rTrxR1, NADPH fluorescence consumption, selenite substrate. Potency, µM (top dose mostly 114 µM), inactives show top-dose activity change, negative = inhibition, hits mostly inhibitors. 1% of 390,000 active. AID 588453, 2011; note: % is set by controls: 0 for no effect and ±100 for the full control effect; nearly all actives have a fitted effect of over 65% in size
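Rat TrxR1 (90 nM in the dispensed reagent) was pre-reduced with 400 uM NADPH for 5 min at room temperature, then incubated with compound for 15 min. After 400 uM selenite was added, NADPH fluorescence (Ex 340/Em 450 nm) was followed for 8 min.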
Tb PGK inh = qHTS Assay to Find Inhibitors of Phosphoglycerate Kinase; Phosphoglycerate kinase, glycosomal (Trypanosoma brucei brucei), P07378; PGK/GAPDH coupled, Kinase-Glo luminescence, 60 min; Potency, µM (titrated, usually from 57.5 µM), for inactives: top-dose activity change, negative = inhibition, actives largely listed as inhibitors; 0.043% of 380,000 active; AID 602233, 2012; note: % is set by controls: 0 for no effect and ±100 for the full control effect; nearly all actives have a fitted effect of over 60% in size
Target sequence (P07378 whole entry, looked up): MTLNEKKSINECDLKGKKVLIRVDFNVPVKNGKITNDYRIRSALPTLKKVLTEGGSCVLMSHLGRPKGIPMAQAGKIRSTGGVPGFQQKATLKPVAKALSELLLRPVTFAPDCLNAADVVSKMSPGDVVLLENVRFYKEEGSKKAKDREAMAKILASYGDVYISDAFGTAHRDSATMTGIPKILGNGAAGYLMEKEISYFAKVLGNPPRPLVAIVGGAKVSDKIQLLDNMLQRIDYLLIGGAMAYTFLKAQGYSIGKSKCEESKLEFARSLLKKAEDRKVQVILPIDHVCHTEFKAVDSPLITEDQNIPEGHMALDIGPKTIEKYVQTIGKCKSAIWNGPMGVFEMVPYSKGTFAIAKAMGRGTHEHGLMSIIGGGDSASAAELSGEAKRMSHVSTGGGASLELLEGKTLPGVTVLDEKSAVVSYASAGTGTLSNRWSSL
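Recombinant glycosomal PGK reaction used 1,3-bisphosphoglycerate generated in-well by GAPDH (100nM final) in 100mM TEA pH 7.6, 5mM MgCl2, 0.01% Tween-20. After 60 minutes at room temperature, ATP was read by Kinase-Glo Plus luminescence end-point.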
Pin1 inh = qHTS Assay to Find Inhibitors of Pin1; AID 504891, 2011; 0.009% of 390,000 active; Potency, µM (doses to about 115 µM), for inactives: at the highest dose activity, negative = inhibition, hits mostly inhibitors; Pin1 FP peptide displacement, HiFluor488, 10 min; Peptidyl-prolyl cis-trans isomerase NIMA-interacting 1 (Homo sapiens), Q13526; active = well fitted inhibition curve with a large enough effect in the polarisation, with a control signal flat, not every such curve was filed as active; inconclusive = small, poorly fitted or top-dose-only effect, or effect the other way, or a change in a side signal; inactive = no such curve, though single readings can be large or run the other way; the % refers to the polarisation; note: % is set by controls: 0 for no effect and ±100 for the full control effect
* = called active by the depositor; i = inactive; ? = inconclusive; / = no result given; [ ] = dose if it differs, or a comment. Unless noted, calls come from the whole dose curve; as a rule, active = well fitted curve in the direction sought with a large enough effect; inconclusive = small, poorly fitted or top-dose-only effect, or another doubt; inactive = no such curve, though single readings can be large; an effect the other way counts as inactive or inconclusive. Potency is the fitted concentration of half-maximal effect. Not all compounds are listed; the hit share may differ from the screen's.

1. COc1ccc2c(Sc3ccc(Cl)cc3)c(C(=O)NCCCN3CCCCC3)[nH]c2c1
2. Cc1ccc2nc(Nc3ncc4c(n3)CC(C)(C)CC4=O)nc(C)c2c1
3. O=C(N/N=C/c1ccsc1)c1ccc2ccccc2n1
4. O=C(c1ccc(COc2ccccc2[N+](=O)[O-])o1)N1CCCCCC1
5. CN(CC(=O)Nc1ccc(F)cc1)C(=O)CN1C(=O)c2cccc([N+](=O)[O-])c2C1=O
6. CCC1C(c2ccccc2)=CCC(C(=O)O)C1C (stereo unspecified)
7. CCn1c(SCC(=O)N2CCCCC2)nc2c(c1=O)SC(C)C2 (stereo unspecified)
8. COC(=O)COc1ccc2oc(-c3ccc(OC)cc3)cc(=O)c2c1

assay / entry | 1 | 2 | 3 | 4 | 5 | 6 | 7 | 8
ERG-DNA inh | 3% | 21% | -4% | -4% | -8% | 1% | 11% | -3%
ALOX12 inh | ? | 0% | 7% | 9% | 2% | 4% | 42%[activator][57.4 µM] | 2%
RGS4 inh | 18% | -9% | -2% | -4% | 9% | 19% | -5% | -26%
HP1b chromo inh | 6% | 14% | 23% | 6% | 12% | 37% | 29% | 32%
GLS inh | -10% | -1% | -21% | 3% | 8% | -15% | 11% | 6%
JMJD2A Tudor | -30% | -12% | -1% | -24% | -5% | -6% | -15% | -1%
TrxR1 inh | 24% | 27%[57.1 µM] | -7% | -6%[57.1 µM] | -19% | 21% | 5%[57.1 µM] | 7%
Tb PGK inh | -1% | -1% | 7% | 2% | -5% | -5% | 8% | /
Pin1 inh | 15% | 19% | 1% | -1% | -8% | -1% | 3% | ?

9. N#Cc1ccc(C(=O)CSc2nnc(-c3ccc(C(F)(F)F)cn3)s2)cc1
10. COC(=O)C(C)Sc1n[nH]c(=S)s1 (stereo unspecified)
11. COc1ccccc1C(=O)Nc1ccnn1C1CCN(Cc2ncc[nH]2)CC1
12. CCc1nc2sccc2c(=O)[nH]1
13. Cc1nn(C(C)c2n[nH]c(=S)n2-c2ccc(F)cc2)c(C)c1[N+](=O)[O-] (stereo unspecified)
14. COC(=O)C1CC(=O)N(c2ccc(OCc3ccccc3Cl)cc2)C1 (stereo unspecified)
15. COc1cc(OC)c2c(-c3cccc(-c4ccc(F)c(Cl)c4)c3)cc(=O)oc2c1
16. CC(/C=C/c1ccccc1)=N\Nc1nc(-c2ccccc2)cs1

assay / entry | 9 | 10 | 11 | 12 | 13 | 14 | 15 | 16
ERG-DNA inh | 17% | -10% | -11% | -31% | 4% | -5% | 4% | 5%
ALOX12 inh | 0% | ? | 8% | 8% | -17% | -11% | -2% | ?
RGS4 inh | -26% | -37% | 0% | 7% | -8% | -20% | 8% | -14%
HP1b chromo inh | 30% | ? | 32%[activator] | 26% | 18% | 29% | 31% | -28%
GLS inh | -20% | 9% | -2% | -2% | -16% | 14% | -1% | 3%
JMJD2A Tudor | -7% | 40µM* | 1% | 1% | 25µM* | 1% | -16% | ?
TrxR1 inh | 12%[57.1 µM] | -22%[57.1 µM] | 8% | 5% | -32% | 9%[57.1 µM] | 37%[activator] | 18%
Tb PGK inh | -4% | -3% | -3% | 0% | -1% | i | -9% | 1%
Pin1 inh | ? | -7% | -14% | 1% | 0% | -6% | 11% | 28%

17. CCOCCCN(C(=O)c1snc(C(N)=O)c1N)C(C(=O)NCCC(C)C)c1ccc(F)cc1 (stereo unspecified)
18. O=C1C(Nc2cccc(O)c2)=C(N2CCCCC2)C(=O)c2ccccc21
19. CCc1ccc(NC(=O)C2CC=CCC2C(=O)O)cc1 (stereo unspecified)
20. CC[C@]1(C(=O)OC)[C@H]2C(=O)N(Cc3ccccc3)C(=O)[C@H]2[C@H]2CN(C)C(=NCc3ccccc3)N21
21. O=C(Nc1ccc2c(c1)OCCO2)c1ccc(Cl)c([N+](=O)[O-])c1
22. C=CCOc1ccccc1CN1CCC(Oc2ccc(C(=O)N3CCCC3)cc2)CC1
23. O=C(CCCN1C(=O)c2ccccc2C1=O)NCc1ccc(F)cc1
24. COc1cc(-c2nc3cnccn3c2Nc2ccc(C)cc2)ccc1O

assay / entry | 17 | 18 | 19 | 20 | 21 | 22 | 23 | 24
ERG-DNA inh | 10% | / | 4% | -3% | -5% | 4% | -11% | -4%
ALOX12 inh | ? | ? | 0% | / | -2% | 0% | 33%[activator] | ?
RGS4 inh | -4% | -15% | -34% | -25% | -16% | -34% | 4% | -11%
HP1b chromo inh | 39%[activator] | 22µM* | 34% | 28% | -21% | 29% | 31% | 32%
GLS inh | 0% | 23% | 1% | 0% | 11% | 12% | -1% | 25%
JMJD2A Tudor | -4% | 14µM* | -8% | -21% | ? | -18% | -11% | -25%
TrxR1 inh | -2% | ? | 15% | 8% | 9%[57.1 µM] | 4% | 18% | 8%
Tb PGK inh | 7% | -3%[11.5 µM] | -20% | -5% | i | -5% | -7% | 0%
Pin1 inh | 0% | -13% | 1% | -1% | -1% | -2% | 3% | -2%

25. CCn1c2ccccc2c2cc(NC(=O)COc3cc(C)ccc3C)ccc21
26. Cc1ccc(F)cc1NC(=O)N1c2ccccc2NC(=O)CC1C (stereo unspecified)
27. CCC1(c2ccccc2)NC(=O)N(CC(=O)Nc2cccnc2Cl)C1=O (stereo unspecified)
28. COc1ccc(-c2cc(C(=O)Nc3cc(C(F)(F)F)ccc3Cl)no2)cc1
29. O=C(CSc1nccc(=O)[nH]1)NC1CCCCCCC1
30. COC(=O)c1ccc(/C=C/c2c(-c3ccsc3)sc3ccccc23)cc1
31. Cc1ccccc1-n1c(=O)cc(NCc2ccc3c(c2)OCO3)[nH]c1=O
32. CC1CCCCN1S(=O)(=O)c1ccc(C(=O)Nc2ccccc2-c2nc3ccccc3s2)cc1 (stereo unspecified)

assay / entry | 25 | 26 | 27 | 28 | 29 | 30 | 31 | 32
ERG-DNA inh | ? | 0% | -4% | 0% | -8% | 3% | 3% | 1%
ALOX12 inh | -24% | 0% | 0% | -20% | 2% | -13% | -2% | -17%
RGS4 inh | 5% | 42% | 10% | 7% | 29% | -10% | -6% | 4%
HP1b chromo inh | 66%[activator] | 30% | 27% | 15% | 34% | 83%[activator] | 40%[activator] | 53%[activator]
GLS inh | 1% | 3% | 7% | -2% | 9% | -5% | -9% | -7%
JMJD2A Tudor | -19% | 1% | -10% | -12% | -5% | -9% | -1% | -5%
TrxR1 inh | 10% | 32% | 19% | 19% | 3% | ? | 0% | 19%
Tb PGK inh | i | -1% | -8% | 0% | 3% | -1% | i | -2%
Pin1 inh | 10% | -7% | -6% | 3% | 2% | -1% | 5% | 3%

An excerpt from above, limited to HP1b chromo inh.
item	SMILES	HP1b chromo inh
7	CCn1c(SCC(=O)N2CCCCC2)nc2c(c1=O)SC(C)C2 (stereo unspecified)	29%
8	COC(=O)COc1ccc2oc(-c3ccc(OC)cc3)cc(=O)c2c1	32%
9	N#Cc1ccc(C(=O)CSc2nnc(-c3ccc(C(F)(F)F)cn3)s2)cc1	30%

Going on with the list:
33. CCOC(=O)N1CCN(S(=O)(=O)N2CCCC(C(=O)NCCCN3CCCCC3CC)C2)CC1 (stereo unspecified)
34. CCn1c(CNC(=O)COc2ccc(C(C)C)cc2)nnc1SCC(=O)Nc1ccc(F)cc1
35. CCNc1nc(C#N)nc(Nc2ccccc2)n1
36. CCOC(=O)c1c(NC(NC(=O)C(C)C)C(Cl)(Cl)Cl)sc2c1CCC2 (stereo unspecified)
37. CCOC(=O)c1c(C)[nH]c(C(=O)COC(=O)CNC(=O)C2CCCCC2)c1C
38. Cc1ccc2cc(CN(CCCN(C)C)C(=O)NCc3ccccc3)c(=O)[nH]c2c1C

assay / entry | 33 | 34 | 35 | 36 | 37 | 38
ERG-DNA inh | 1% | / | / | -6% | 1% | -2%
ALOX12 inh | 7% | 2% | / | -19% | 0% | 0%
RGS4 inh | 3% | -18% | 2% | -50% | 30% | -4%
HP1b chromo inh | ? | 23% | 20%[57 µM] | -9% | 13% | 11%
GLS inh | -5% | -5% | / | 3% | 6% | 3%
JMJD2A Tudor | -1% | -11% | 5%[57.1 µM] | -31% | -1% | -13%
TrxR1 inh | 6% | 4% | -21% | -25% | 10% | 13%
Tb PGK inh | 11% | 8%[11.5 µM] | / | 2% | -2% | 0%
Pin1 inh | 6% | 6% | 6% | 41%[activator] | 2% | -2%
